Bioassay records: PubChem, several laboratories
Dynein cargo inh = blocks dynein driven cargo transport along microtubules. 3617.4 mouse cells, GR-EGFP nuclear translocation imaging; test concentration mostly 20 µM; stimulated with dexamethasone, 1 µM; active compounds read low. z-score, hits read low. 220,000 tested, 0.47% active. AID 1381;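 active = plate z-score of nuclear minus cytoplasmic receptor signal below a set negative limit, without overly bright fluorescence or cell loss, cut at about -3.5 in these data, passing the limit was not always enough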;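 note: z-score of nuclear minus cytoplasmic ring GR-EGFP intensity difference per well; some compounds called inactive have numbers as strong as hits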
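Buffer or medium – tet-free medium with charcoal-stripped serum · Signal – automated 10x imaging of fixed Hoechst-stained cells · Also added – dexamethasone agonist, 1.0 µM final, for 30 min · Incubation – induction 48 h, compound 1 h, agonist 30 min · Read-out – GR-EGFP nuclear translocation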
NOD2 inhibition = NOD2 signaling inhibitors, cell-based, luminescence, uHTS, HEK293 (AID 1566); HEK293 NOD2/NF-kB luciferase reporter, luminescence; higher % means a stronger effect; inhibition, % at 4 µM; hits with a dose series show EC50 in µM; 290,000 tested, 0.63% active; note: many of its hits are not listed in these tables
AID2073 = inhibitors of Mint1-CaV2.2 protein interaction, biochemical, HTRF (AID 2073); HTRF protein-protein interaction, Mint1-CaV2.2; higher % means a stronger effect; inhibition, % at 20 µM, or IC50 in µM where a hit was titrated; 290,000 tested, 0.19% active; in the data active = inhibition mostly above about 51%, no sharp cut-off; note: some results filed as inactive read as strong as hits
GPR55 activation = selective activators of receptor GPR55 – imaging, U2OS cells, beta-arrestin-GFP redistribution, primary screen (AID 1961); U2OS GPR55 beta-arrestin-GFP redistribution imaging; higher % means a stronger effect; one-dose activation, % at 10 µM; EC50 in µM for titrated hits; 290,000 tested, 0.048% active;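 active = activation above 40% with more than 50 cells counted in the well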;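 note: U2OS osteosarcoma cells stably expressing GPR55 and beta-arrestin-GFP; plate controls were DMSO negative control for no effect and LPI positive control for full effect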
M1AAP inhibition = P. falciparum M1AAP inhibitors, biochemical, fluorogenic H-Leu-NHMec substrate, 1536-well (AID 1445). inhibition, % at 30 µM; hits with a dose series show IC50 in µM. recombinant M1AAP, H-Leu-NHMec fluorogenic kinetic assay; higher % means a stronger effect. 220,000 tested, 0.42% active;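 active = primary inhibition above the hit cutoff, then over 50% inhibition at one or more dose response concentrations, cut at about 23% in these data, passing the limit was not always enough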;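 note: plate controls were DMSO full reaction for no effect and no enzyme background for full effect; strong numbers were not always called active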
KOR beta-arrestin-1 = kappa opioid receptor activators – cell-based, luminescence, uHTS, primary screen (AID 1777); KOR beta-arrestin recruitment, luminescence; higher % means a stronger effect; activation, % at 10 µM, or EC50 in µM where a hit was titrated; 280,000 tested, 0.02% active; in the data active = activation above about 50%, passing the limit was not always enough; note: a part of the inactive calls stands beside numbers as strong as those of hits
KOR beta-arrestin-2 = kappa opioid receptor blockers – cell-based, luminescence, uHTS (AID 1778). 290,000 tested, 0.091% active. KOR beta-arrestin recruitment, luminescence, antagonist mode; higher % means a stronger effect. inhibition, % at 10 µM, or IC50 in µM where a hit was titrated; note: strong numbers were not always called active
NOD1 inhibition = inhibition of NOD1-driven NF-kB reporter – cell-based, luminescence, uHTS, primary screen (AID 1578); NOD1-driven NF-kB luciferase reporter cells, luminescence; higher % means a stronger effect; inhibition, % at 4 µM; hits with a dose series show EC50 in µM; 290,000 tested, 1% active; in the data active = inhibition mostly above about 36%, no sharp cut-off; inactive = mostly below about 34%;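 note: HEK-293T reporter cells stimulated with the NOD1 agonist gamma-tri-DAP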
P. falciparum M17LAP = P. falciparum M17LAP inhibitors, primary screen, biochemical, fluorogenic H-Leu-NHMec substrate, 1536-well (AID 1619). recombinant M17LAP, H-Leu-NHMec fluorogenic kinetic assay; higher % means a stronger effect. inhibition, % at 30 µM; hits with a dose series show IC50 in µM. 220,000 tested, 0.38% active;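 active = compound inhibiting the enzyme by more than half at any dose during confirmatory dose-response retesting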;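 note: plate controls were full reaction with DMSO carrier for no effect and no enzyme background for full effect; strong numbers were not always called active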
Dynein cargo inh cytoplasmic EGFP = recorded beside Dynein cargo inh, whose call it bears; z-score; measured here: cytoplasmic GR-EGFP intensity; active compounds read high
Dynein cargo inh nuclear GR-EGFP = also measured in Dynein cargo inh; calls as there; z-score; measured here: nuclear GR-EGFP intensity;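 lower value marks the stronger effect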
Dynein cargo inh cell count = further read-out of Dynein cargo inh, marked with its call; z-score; measured here: cell count per field
* hit, by the source's call; . = not tested or not shown; [ ] = another dose, or the depositor's remark. Cut-off read from the data, not from the text of the source, unless noted: active = inhibition above about 50%; inactive = the rest. This is a subset; the hit share may differ from the screen's.

canonical_smiles,Dynein cargo inh,Dynein cargo inh cytoplasmic EGFP,Dynein cargo inh nuclear GR-EGFP,Dynein cargo inh cell count,NOD2 inhibition,AID2073,GPR55 activation,M1AAP inhibition,KOR beta-arrestin-1,KOR beta-arrestin-2,NOD1 inhibition,P. falciparum M17LAP
Cc1cc2oc(=O)cc(CN3CCN(S(=O)(=O)c4cccs4)CC3)c2cc1C(C)C,-0.16,-0.18,-0.13,0.55,12%,2%,0.5%,1%,9.3%,-37%,-7%,-10%
COc1cc(/C=C\C(=O)O)cc(S(=O)(=O)N2CCCCCC2)c1OC,.,.,.,.,-4%,-4%,0.0%,.,-2.6%,-35%,-46%,.
CCc1cc2c(=O)n(CCC(C)C)c(=S)[nH]c2s1,-0.63,-0.18,-0.46,-0.37,12%,0%,-0.1%,3%,0.2%,-9%,-34%,22%
CS(=O)(=O)N1CCCC(C(=O)Nc2ccc(F)cc2F)C1 (centres undefined),-0.92,-0.37,-0.42,1.6,18%,5%,0.8%,-1%,4.5%,10%,-25%,0%
CCCCC1=CC2=CC(=O)C(C)(OC(=O)CC)C(=O)C2=CN1CCCOC(C)C (centres undefined),0.41,-0.76,0.36,-0.12,5%,6%,0.4%,10%,-1.6%,19%,3%,12%
Cc1ccc(NC(=O)COC(=O)Cn2cnc3c2c(=O)n(C)c(=O)n3C)c(Cl)c1,0.11,-0.23,-0.26,0.23,7%,6%,0.2%,1%,-3.4%,6%,-29%,1%
Cc1nc2nc(SCC(=O)NCc3ccco3)nn2c(C)c1Cc1c(F)cccc1Cl,-0.87,-0.26,-0.38,-0.0023,0%,-6%,0.2%,7%,0.1%,24%,-25%,-2%
COc1ccc2c(c1)CCc1cn3nc(C)cc3nc1-2,0.11,0.47,0.28,-1.7,1%,39%,-0.2%,14%,1.0%,-13%,9%,4%
Cc1cc(OCc2nnc(SC(C)C(=O)O)n2Cc2ccccc2)ccc1Cl (centres undefined),0.011,-0.36,0.12,1.1,0%,12%,0.3%,3%,.,3%[20 µM],-22%,18%
O=C(NCCc1ccncc1)Nc1ccc(F)cc1,-0.37,-0.26,-0.41,0.78,7%,2%,-0.2%,8%,3.5%,5%,-8%,-2%
CC1CN(CCCCSc2ccccc2)CC(C)O1 (centres undefined),.,.,.,.,-32%,6%,-0.2%,.,-7.0%,-21%[20 µM],-2%,.
CC(=O)NC12CC3CC(C1)CC(C(=O)Nc1nccs1)(C3)C2,-0.45,0.96,-0.0093,0.43,8%,-4%,0.5%,0%,-3.3%,3%,-4%,5%
COC(=O)c1cn(NC(=O)c2cnccn2)c(=O)c2ccccc12,-0.62,-0.22,-0.043,1,14%,-1%,-0.1%,1%,-1.8%,7%,3%,12%
COc1ccccc1/C=C1\SC(N2CCC(C)CC2)=NC1=O,.,.,.,.,-4%,27%,-0.1%,.,1.7%,1%,2%,.
CCOC(=O)c1ccc(NC(=O)C2COc3ccccc3O2)cc1 (centres undefined),.,.,.,.,5%,0%,-0.1%,.,-8.2%,-4%[20 µM],-25%,.
CC(NC(=O)Nn1cnnc1)(C(F)(F)F)C(F)(F)F,-0.29,-0.2,-0.15,1,-9%,11%,0.2%,7%,0.3%,-34%,13%,8%
CCc1nccn1CCC(=O)NC1CCCc2c1cnn2-c1ccc(F)cc1F (centres undefined),.,.,.,.,9%,6%,0.3%,.,1.2%,18%,-17%,.
CCCCNC(=O)CCCn1c(=O)[nH]c2ccc(Br)cc2c1=O,-1.3,-0.2,-0.33,0.33,17%,0%,0.0%,2%,-3.0%,16%,-10%,-3%
COc1cc(OC)cc(C(=O)N[C@H](C(=O)OCC(=O)Nc2ccc(C(N)=O)cc2)C(C)C)c1,2,-0.17,0.67,-1.5,16%,1%,-0.1%,9%,-2.8%,0%,-14%,5%
CCC(=O)Nc1nnc(S(=O)(=O)N(C)c2cc(C)cc(C)c2)s1,.,.,.,.,17%,12%,0.3%,.,-6.4%,1%,6%,.
O=C1CN(S(=O)(=O)c2cc(Cl)ccc2Cl)CCN1,-1,-0.29,-0.8,0.43,-8%,-15%,0.8%,-1%,-0.4%,26%,-22%,-5%
CCOCCCNC(=O)C(Cc1ccccc1)NC(=O)c1ccco1 (centres undefined),-1,-0.27,-0.67,1.2,0%,2%,-0.2%,1%,-2.7%,20%,-8%,-10%
CC(=O)C1=C(C)NC(=O)NC1c1cc(Br)ccc1OCC(N)=O (centres undefined),0.0097,-0.26,-0.043,0.55,4%,0%,-0.2%,6%,0.4%,13%,.,7%
O=C(NCCCN1CCOCC1)c1cccs1,-1.5,-0.22,-0.61,-0.41,-2%,1%,-0.1%,8%,0.6%,-16%,22%,0%
CCN(CCO)Cc1cn[nH]c1-c1ccc(C)c(C)c1,1.2,-0.24,0.64,-0.81,11%,-2%,0.0%,-2%,-7.5%,21%,14%,-1%
O=C(O)c1cccc(NS(=O)(=O)c2cc(S(=O)(=O)c3ccc(Cl)cc3)ccc2Cl)c1,.,.,.,.,9%,22%,-0.1%,.,2.3%,11%,0%,.
O=S(=O)(Nc1ncccn1)c1ccc(NC(=S)NCCc2ccc(Cl)cc2)cc1,-0.34,-0.24,-0.053,0.01,14%,13%,0.8%,4%,-2.4%,-1%,-23%,3%
Cc1nc2ncnn2c(C)c1CCC(=O)NCCC1=CCCCC1,2.4,-0.057,1.3,-2,9%,-4%,-0.1%,-4%,-1.5%,6%,.,9%
COc1cc(C(=O)Nc2ccc(S(=O)(=O)Nc3onc(C)c3C)cc2)cc(OC)c1OC,-0.96,-0.18,-0.1,0.57,-18%,8%,-0.2%,5%,3.0%,-41%,13%,6%
CCOC(=O)CNC(=O)CSc1nc2c(C)cccc2cc1CC,-0.23,-0.31,-0.66,1.2,24%,18%,0.6%,2%,-5.1%,-29%[20 µM],-19%,-5%
CC(C)c1ccc2nc(NC(=O)C3CC3)sc2c1,.,.,.,.,-88%,-6%,0.7%,.,-3.2%,-64%[20 µM],-10%,.
O=C(NCc1ccccn1)Nc1ccccc1Cl,.,.,.,.,-11%,-3%,0.0%,.,-1.3%,-11%,-55%,.
CC(C)n1nnnc1SCC(=O)Nc1ccc2c(c1)OCO2,-0.51,-0.11,0.05,0.83,-8%,11%,-0.5%,-1%,-5.5%,-3%,-24%,16%
CCOP(=O)(OCC)c1cccc(P(=O)(c2ccccc2)c2ccccc2)c1O,.,.,.,.,0%,2%,0.6%,.,-1.3%,1%,-6%,.
O=C(C1CCCN(c2nnc(-n3cccc3)s2)C1)N1CCN(c2ccccc2)CC1 (centres undefined),-1.1,-0.26,-0.6,0.85,-2%,-1%,-0.1%,14%,5.4%,35%,30%,0%
CC(C)(C)C(=O)NC(=S)NNC(=O)C(c1ccccc1)c1ccccc1,-0.86,-0.22,-0.63,0.58,23%,4%,0.5%,-8%,-5.9%,-49%[20 µM],-20%,28%
CCNC(=O)CN1C(=O)NC(Cc2ccccc2)(Cc2ccccc2)C1=O,-0.0048,-0.32,0.3,-0.098,10%,-1%,0.6%,-1%,-0.2%,10%,-47%,-4%
Cc1ccc(C(C(=O)NC2CCCC2)N(Cc2ccc3c(c2)OCO3)C(=O)Cc2cccs2)cc1 (centres undefined),0.25,-0.28,-0.051,0.7,2%,2%,0.5%,-7%,6.6%,-1%,-6%,-3%
COc1cc(C#CC#CCN2CCCCC2)ccc1O,-1.2,0.91,-0.27,0.46,-8%,-9%,-0.1%,1%,6.4%,-67%,-9%,1%
COc1ccc(Br)cc1CNC(=O)Cc1cccs1,.,.,.,.,-2%,1%,1.1%,.,-4.1%,-12%,-4%,.

Given with the structure last: part of the list above.
Dynein cargo inh | Dynein cargo inh cytoplasmic EGFP | Dynein cargo inh nuclear GR-EGFP | Dynein cargo inh cell count | NOD2 inhibition | AID2073 | GPR55 activation | M1AAP inhibition | KOR beta-arrestin-1 | KOR beta-arrestin-2 | NOD1 inhibition | P. falciparum M17LAP | compound
-0.96 | -0.18 | -0.1 | 0.57 | -18% | 8% | -0.2% | 5% | 3.0% | -41% | 13% | 6% | COc1cc(C(=O)Nc2ccc(S(=O)(=O)Nc3onc(C)c3C)cc2)cc(OC)c1OC
-1.2 | 0.91 | -0.27 | 0.46 | -8% | -9% | -0.1% | 1% | 6.4% | -67% | -9% | 1% | COc1cc(C#CC#CCN2CCCCC2)ccc1O

Further entries
canonical_smiles,Dynein cargo inh,Dynein cargo inh cytoplasmic EGFP,Dynein cargo inh nuclear GR-EGFP,Dynein cargo inh cell count,NOD2 inhibition,AID2073,GPR55 activation,M1AAP inhibition,KOR beta-arrestin-1,KOR beta-arrestin-2,NOD1 inhibition,P. falciparum M17LAP
CN(Cc1nc(-c2cnccn2)no1)CC(O)c1ccccc1 (centres undefined),-0.88,-0.22,-0.27,0.64,7%,3%,-0.3%,2%,-4.6%,-4%,-28%,1%
O=C(NC1CC1)c1ccc(CSCc2cccc(F)c2)o1,-0.35,-0.082,-0.05,-0.45,-13%,-8%,0.6%,10%,-5.7%,10%,-9%,1%
O=C(c1ccc(Cl)c(S(=O)(=O)N2CCCC2)c1)N1CCN(c2ccc(F)cc2)CC1,0.079,-0.28,0.5,-0.019,32%,-5%,0.0%,1%,0.9%,-27%,0%,-4%
Cc1sc2ncnc(N3CCN(Cc4ccccc4)CC3)c2c1-c1ccc(F)cc1,.,.,.,.,6%,-6%,-0.2%,.,-1.8%,-9%,-7%,.
Cc1cc(C)n2nc(SCCOc3ccc(F)cc3)nc2n1,-0.21,-0.28,0.65,-0.2,1%,-9%,0.9%,7%,7.7%,-16%,-15%,8%
O=C(O)COc1ccc(NC(=O)c2ccc(NC(=O)c3ccco3)cc2)cc1,0.16,-0.31,0.39,-0.059,6%,1%,1.2%,9%,-0.6%,-11%,-13%,13%
CC(C)(Oc1ccc(Cl)cc1)C(=O)NC1=NN(c2ccccc2)C(=O)C1,0.16,-0.2,0.12,-0.18,-1%,20%,-0.1%,6%,1.7%,-59%,-2%,1%
